Screens from PubChem BioAssay.
HTT aggregate – reduces HttQ103-GFP aggregates in PC12 cells; Potency, µM (titrated, usually from 46.1 µM), for the others: top-dose activity change, negative = inhibition, usual class: inhibitors; 220,000 tested, 1.1% active; AID 1688; PC12 HttQ103-GFP aggregates, Acumen cytometry, 40 h; also: % is scaled to controls: 0 for no effect and ±100 for the full control effect; nearly all actives have a fitted effect of over 60% in size
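Multiplexed with ATP-based cell death, this channel scores GFP aggregates in PC12 cells expressing inducible HTTex1-Q103-GFP. Induction used 100 nM tebufenozide; compounds were tested in concentration series.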
SMN2 splice enh – enhancers of SMN2 splice variant expression; HEK293 SMN2-luciferase splicing reporter, luminescence, 30-36 h; Potency, µM (titrated, usually from 46.1 µM), for inactives: at the top dose activity change, positive = activation, most hits filed as activators; 210,000 tested, 2.8% active; also: % of control where 0% means no effect; nearly all actives have a fitted effect of over 55% in size
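HEK293 cells carry an SMN2 […]–luciferase reporter in which exon 7 inclusion puts luciferase in frame. Cells were plated 10-12 h before compound addition, then incubated 30-36 h at 37C. ONE-Glo luminescence was read; sodium butyrate at 4.5 mM final served as control.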
Tau fibril FP – inhibitors of human tau fibril formation; P10636; 280,000 tested, 0.39% active; Potency, µM (series often up to 57.7 µM), without a hit: at the top dose activity, negative = inhibition, actives largely listed as inhibitors; AID 1468; K18 P301L tau heparin fibrillization, Alexa594 FP, 6 h; also: % is scaled to controls: 0 for no effect and ±100 for the full control effect; nearly all actives have a fitted effect of over 55% in size
Target sequence (P10636 561-689 P618L limits assumed): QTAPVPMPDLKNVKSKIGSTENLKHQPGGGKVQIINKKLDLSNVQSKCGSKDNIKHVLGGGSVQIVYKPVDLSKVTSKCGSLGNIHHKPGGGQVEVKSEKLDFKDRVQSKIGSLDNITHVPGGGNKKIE
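Read-out: fluorescence polarization of Alexa 594-labeled tau (0.24 uM), 555 nm excitation, 632 nm emission. Mixtures held 15 uM unlabeled K18 P301L, compound and 20 uM heparin, pH 7 acetate buffer, incubated 6 hr at 37 C.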
HTT cytoprotect – cytoprotection in Huntington HTT-Q103 PC12 cell model; 230,000 tested, 0.14% active; PC12 HTT-Q103 induced, cytoprotection, ATP luminescence, 40 h; Potency, µM (doses to about 56.4 µM), for inactives: cytoprotection (ATP increase), most hits filed as activators;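 also: % of control where 0% means no effect; nearly all actives have a fitted effect of over 45% in size; toxic huntingtin expression switched on by the ecdysone agonist tebufenozide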
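Huntington model: PC12 line, ecdysone-inducible HTTQ103 exon1–GFP, tebufenozide 100 nM. Test articles in a dose series. Endpoint luminescence from cellular ATP.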
Tau fluor cs – counter-screen for tau fibril formation inhibitors; 280,000 tested, 0.93% active; tau K18 P301L Alexa594 fluorescence, heparin fibrillization; Potency, µM (doses to about 57.7 µM), without a hit: at the top dose activity change, negative = decrease; also: % is scaled to controls: 0 for no effect and ±100 for the full control effect; nearly all actives have a fitted effect of over 55% in size
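Human K18 P301L tau (15 uM unlabeled plus 0.24 uM Alexa 594-labeled, final) in 100 mM sodium acetate pH 7 was mixed with compound and 20 uM heparin and incubated 6 hr at 37 C.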
ALDH1A1 block – ALDH1A1 (human) enzyme inhibition. P00352. Purified ALDH1A1, NADH fluorescence, propionaldehyde substrate. Potency, µM (top dose mostly 75.3 µM), for the others: at the highest dose activity, negative = inhibition, most hits filed as inhibitors. 220,000 tested, 7.3% active; active = well fitted inhibition curve with a large enough effect, not every such curve was filed as active; inconclusive = small, poorly fitted or top-dose-only effect, or another doubt; inactive = no such curve, though single readings can be large or run the other way;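 also: plate controls were no enzyme wells and a reference inhibitor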
Target sequence (P00352 whole entry, looked up): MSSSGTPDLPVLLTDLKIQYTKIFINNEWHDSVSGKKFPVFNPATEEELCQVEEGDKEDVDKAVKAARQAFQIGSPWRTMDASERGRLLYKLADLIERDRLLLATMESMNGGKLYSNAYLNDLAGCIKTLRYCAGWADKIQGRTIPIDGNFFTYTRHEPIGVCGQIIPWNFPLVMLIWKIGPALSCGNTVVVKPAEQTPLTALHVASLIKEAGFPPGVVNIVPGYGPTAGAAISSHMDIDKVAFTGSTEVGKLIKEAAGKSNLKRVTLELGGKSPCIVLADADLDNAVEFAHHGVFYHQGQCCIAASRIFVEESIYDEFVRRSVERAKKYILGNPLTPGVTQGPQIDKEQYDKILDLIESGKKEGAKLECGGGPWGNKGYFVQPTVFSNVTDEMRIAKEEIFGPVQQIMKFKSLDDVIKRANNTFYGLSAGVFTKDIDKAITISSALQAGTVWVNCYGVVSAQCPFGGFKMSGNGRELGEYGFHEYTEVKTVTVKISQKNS
Tau fibril ThT – inhibitors of human tau fibril formation, thioflavin T binding. P10636. recombinant tau K18 P301L (four-repeat tau fragment), heparin-induced fibrillization, ThT fluorescence. Potency, µM (titrated, usually from 57.4 µM), for inactives: top-dose activity, negative = inhibition, most hits filed as inhibitors. 270,000 tested, 2.1% active. AID 1460; also: % is scaled to controls: 0 for no effect and ±100 for the full control effect; nearly all actives have a fitted effect of over 55% in size
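Heparin-induced fibrillization of the P301L-mutant K18 repeat-domain fragment of human tau was followed by ThT binding in quantitative high-throughput format.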
JMJD2E inh – blocks human JMJD2E demethylase activity | Potency, µM (titrated, usually from 57.1 µM), for the others: top-dose activity change, negative = inhibition, most hits filed as inhibitors | 230,000 tested, 1.6% active | AID 2147 | JMJD2E catalytic domain, FDH-coupled NADH fluorescence (FDH is formaldehyde dehydrogenase); active = well fitted inhibition curve with a large enough effect, not every such curve was filed as active; inconclusive = small, poorly fitted or top-dose-only effect, or another doubt; inactive = no such curve, though single readings can be large or run the other way;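 also: 0% = wells with enzyme and -100% = buffer wells without enzyme; nearly all actives have a fitted effect of over 50% in size; many of its hits are not listed in these tables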
Target sequence (B2RXH2 1-337 limits assumed): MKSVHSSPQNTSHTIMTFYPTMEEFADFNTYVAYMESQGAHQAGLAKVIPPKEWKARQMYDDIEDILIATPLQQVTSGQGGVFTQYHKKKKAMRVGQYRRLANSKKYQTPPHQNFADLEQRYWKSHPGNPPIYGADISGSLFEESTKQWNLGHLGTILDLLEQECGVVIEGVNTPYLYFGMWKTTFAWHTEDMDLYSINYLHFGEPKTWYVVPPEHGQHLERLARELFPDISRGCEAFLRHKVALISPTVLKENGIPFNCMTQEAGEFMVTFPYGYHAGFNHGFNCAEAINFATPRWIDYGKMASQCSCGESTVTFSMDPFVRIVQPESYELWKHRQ
* = called active by the depositor; ? = inconclusive; . = no result given; & = joins results of further samples; [ ] = remark or other dose. Unless noted, calls follow the shape of the dose curve; as a rule, active = well fitted curve in the direction sought with a large enough effect; inconclusive = small, poorly fitted or top-dose-only effect, or another doubt; inactive = no such curve, though single readings can be large; an effect the other way counts as inactive or inconclusive. Potency is read from the fitted curve at half-maximal effect.

Order of values: HTT aggregate	SMN2 splice enh	Tau fibril FP	HTT cytoprotect	Tau fluor cs	ALDH1A1 block	Tau fibril ThT	JMJD2E inh
CNC(=O)c1[nH]cnc1C(=O)N[C@@H](CCCCNC(=O)OC(C)(C)C)C(=O)OC(C)(C)C
    9%[9.22 µM]	.	2%	18%[10 µM]	-5%	-2%	3%	11%
Cc1cc(C)n2nc(SCC(=O)N3CCc4ccccc43)nc2n1
    12%	-19%	-4%	8%[10 µM]	-5%	6%	3%	0%
C#CCNC(=O)C1=C[C@H](C(C)(C)C)C[C@H](OCc2ccc(CO)cc2)O1
    -4%[9.22 µM]	.	3%	9%[10 µM]	-14%	-3%	-17%	-7%
O=C(O)CCCC(=O)Nc1ccc(Br)cc1C(=O)O
    2%	-8%	-7%	0%[0.074 µM]	-5%	4%	-1%	?
O=C(Nc1ccc2oc(-c3cccnc3)nc2c1)c1ccc(-c2cccc(OC(F)(F)F)c2)o1
    .	-17%	?	.	-21%	.	?	.
CON1C(=O)C(=O)N(OC)C(C)(C)C1C (stereo unspecified)
    5%	-2%	-4%	16%	6%	13%	-1%	5%
CCOC(=O)C1=C(CSc2nc3ccccc3s2)NC(=O)NC1c1cccc([N+](=O)[O-])c1 (stereo unspecified)
    -7%	-28%	-3%	-8%	-14%	?	5%	-24%
CC(C)CCOc1ccc(/C=C2\CCn3c2nc2cc(C(=O)O)ccc2c3=O)cc1
    14%[9.22 µM]	-16%	-11%	-43%	-12%	?	?	-28%
CCc1ccccc1NC(=O)CN(c1ccccc1OC)S(=O)(=O)c1ccc(C)cc1
    .	-15%	2%	.	-15%	.	-13%	.
CC(C)Nc1nc(Cl)nc(NNC(=O)C(C)Oc2ccccc2)n1 (stereo unspecified)
    8%	-18%	-2%	-10%	-3%	-1%	2%	-9%
CC(=O)Nc1nc(C=C(Cl)Cl)cs1
    2%	10%	-6%	-21%	-25%	-14%	?	?
O=C(NCC1CCCO1)c1ccccc1 (stereo unspecified)
    -8%	2%	-15%	9%	-4%	4%	6%	1%
O=C(CNC(=S)N(Cc1ccccc1F)C1CCCCC1)NC1CC1
    19%	8%	-4%	-8%[10 µM]	-11%	13µM*	0%	6%
N#CCC(=N)N1CCN(c2cccc(Cl)c2)CC1
    14%	12%	-4%	-14%[10 µM]	?	?	?	?
CC1CCC2(CC1)NC(=O)N(Cc1cc(=O)n3ccsc3n1)C2=O (stereo unspecified)
    5%[9.22 µM]	.	0%	-3%[10 µM]	15%	-3%	9%	?
CC(C)(C)NC(=O)NC(=O)CN1CCN(c2ccccc2O)CC1
    -3%	-13%	-4%	-53%[inhibitor]	-9%	-3%	-7%	-2%
O=C(CCCC1=NS(=O)(=O)c2ccccc2N1)N1CCN(c2ccccc2)CC1
    -11%	-8%	-1%	-9%	-14%	30%[activator]	?	-3%
O=C(NN1CCOCC1)c1cc(-c2ccc(Cl)c(Cl)c2)nc2ccccc12
    19%	29%	-19%	11%[10 µM]	1%	4%	1%	7%
COc1ccc(C(=O)N2c3ccccc3C(=O)OC2c2ccc3c(c2)OCO3)cc1 (stereo unspecified)
    0%	13µM*	-8%	-81%[inhibitor]	-23%	?	-10%	-24%
CCn1c(SCC(=O)NNC(=O)c2ccc(OC)cc2)nnc1-c1ccco1
    0%[9.22 µM]	.	0%[2.34 µM]	-4%[10 µM]	-45%	-10%	5.6µM*	-3%
COC(=O)c1c(NC(=O)C2Cc3ccccc3C(=O)O2)sc2c1CCCC2 (stereo unspecified)
    -8%	-12%	1%	-8%[1.9 µM]	-2%	-8%	-12%	17%
CNC(=O)/C(C#N)=C/c1ccc(-c2ccccc2[N+](=O)[O-])o1
    5%[9.22 µM]	14%	5%	-2%[10 µM]	-9%	?	?	-11%
Cn1c(=O)cc(Nc2ccccc2)c2c(=O)n(-c3ccccc3)c(=O)n(-c3ccccc3)c21
    13%[9.22 µM]	.	1%	-5%[10 µM]	-10%	-6%	-15%	?
O=C(Nc1ccccc1)c1c(F)c(F)c(F)c(F)c1F
    -11%	-1%	4%	4%	-2%	5%	-4%	-4%
C/C(=N\NC(=O)COc1cc(C)cc(C)c1)c1ccc(N2CCOCC2)cc1
    -2%	-23%	16%	22%[10 µM]	-20%	1%	?	?
Cc1ccc(S(=O)(=O)N2CCOCC2)c(C)c1-n1cnnn1
    -9%	8%	10%	-3%	8%	-4%	7%	11%
CCCn1c(SCC(=O)NC(C)c2ccccc2)n[nH]c1=O (stereo unspecified)
    4%	7%	-3%	5%	-4%	2%	-5%	4%
CC(C)c1nnc(NC(=O)C2c3ccccc3Oc3ccccc32)s1
    -20%	17%	?	-15%	-19%	?	2%	5%
O=C(N/N=C1\CCSC1)c1cc(Cl)ccc1O
    -11%[9.22 µM]	-4%	4%	-34%[inhibitor]	-7%	6%	-17%	?
CCOC(=O)c1cc2c(=O)n3ccccc3nc2n(CCOC)c1=NC(=O)c1c(-c2c(F)cccc2Cl)noc1C
    13%	-10%&1%	11%&-10%	-20%	-20%&-23%	?	?	?
CSc1cccc(NC(=O)C2CCN(S(C)(=O)=O)CC2)c1
    8%	-8%	3%	-7%[1.9 µM]	-2%	6%	-12%	5%
Cc1ccc(C)c(-c2ccc(=O)n(Cc3ccc(F)cc3Cl)n2)c1
    .	-10%	4%	.	-12%	.	-14%	.
CC(=O)c1c(C)[nH]c(C(=O)NCCc2ccccc2)c1C
    10%	11µM*	4%	-35%	-9%	2%	-13%	4%
Cc1cccc(/C=N\NC(=O)c2sccc2-n2cccc2)c1
    8%	-13%	7%	-22%	-10%	-6%	-5%	7%
CCOC(=O)c1cc(-c2cccc([N+](=O)[O-])c2)on1
    -2%	.	-6%	-3%	-5%	-3%	-11%	-2%
CC(=O)Nc1cc(C(=O)O)ccc1S(=O)(=O)c1ccc(C)cc1
    2%	0%	-4%	-1%	-5%	-7%	-10%	-1%
COC(=O)Nc1nnc(COc2cccc(C)c2)s1
    -22%	14%	-1%	-14%	-15%	0%	-16%	4%
Cc1cc(C)c(NC(=O)CS(=O)CC(=O)N2CCN(c3ccccc3)CC2)c(C)c1 (stereo unspecified)
    17%	-5%	-7%	1%[10 µM]	-5%	-5%	-5%	6%
COc1cccc2c1OC[C@@H](CO)[C@H]2N(C)C(=O)Nc1ccccc1
    -8%	2%	-2%	-20%	-4%	8%	-1%	0%
CN(C)S(=O)(=O)c1cccc(NC(=O)c2cnccn2)c1
    28%[9.22 µM]	0%	14%	-14%[1.9 µM]	0%	-8%	-6%	6%
Cc1cccc2cc(CN(Cc3cccs3)C3(c4nnnn4C4CCCC4)CCCC3)c(=O)[nH]c12
    -4%	0%	-1%	-18%	-7%	0%	-11%	5%
CC(C)C(c1nnnn1CC1CCCO1)N1CCN(C2CCCC2)CC1 (stereo unspecified)
    11%	.	5%	-19%	4%	2%	-4%	-9%
Cc1cc(NC(=O)CN2CCCCC2C)no1 (stereo unspecified)
    20%	-1%	7%	10%	5%	-6%	-2%	-7%
Cc1ccc(C)c2c(SC(C)C(=O)NCc3ccco3)nc(-c3ccccc3)nc12 (stereo unspecified)
    8%[9.22 µM]	0%	-2%	6%[10 µM]	-5%	-1%	6%	3%
CCOc1ccc(OCC)c(NC(=O)Cn2ncc3c4ccccc4n(Cc4ccccc4)c3c2=O)c1
    .	2%	2%	.	-14%	.	2%	.
CC1=CC(=O)C(C(C)C)=C/C1=N/OC(=O)c1cccc([N+](=O)[O-])c1
    -82%	11%	3%	25%	-9%	?	-15%	3%
O=C1CCC/C1=C\c1ccccc1
    ?	-4%	1%	6%[10 µM]	-4%	?	-7%	-2%
COC(=O)C1=NN(C(C)=O)C2(CC(=O)N(c3cc(C)cc(C)c3)C2=O)C1 (stereo unspecified)
    -10%	28%	0%	.	-3%	10%	-5%	7%
Cc1ccc(N2CCN(C(=O)c3cn(C)c4ccc(S(=O)(=O)N5CCC(C)CC5)cc4c3=O)CC2C)cc1 (stereo unspecified)
    .	-1%	1%	.	-24%	.	?	.
O=C(O)c1ccc(N2CCCCC2)cc1
    0%	2%	-4%	13%	2%	2%	0%	-2%
O=C1C2C3c4ccccc4C(c4ccccc43)[C@@H]2C(=O)N1c1ccccn1 (stereo partly specified)
    5%[9.22 µM]	.	-3%	19%[10 µM]	-6%	-4%	-6%	-6%
Cc1n[nH]c(C)c1N1C(=O)c2cccc3cc(Br)cc(c23)C1=O
    3%	-11%	18%	2%	-5%	-9%	-7%	2%
COc1ccc(C(=O)NNC(=O)CSc2nnc(COc3ccccc3OC)n2C)cc1
    -3%	?	1%	?	2%	3%	1%	7%
Cc1cc(CC(=O)O)n(C)c1C(=O)c1ccc(Cl)cc1
    -4%&2%	7%&-3%	1%&-3%	-22%	-1%&-5%	0%	-3%&12%	-5%
COc1ccc(C(=O)C2CCCN(Cc3cnc(N4CCOCC4)s3)C2)cc1F (stereo unspecified)
    -7%[9.22 µM]	.	-1%	12%[10 µM]	-7%	.	-3%	6%
COC/C=C/C1=CC2=CC(=O)C(C)(OC(=O)c3ccc(Cl)nc3)C(=O)C2=CO1 (stereo unspecified)
    .	7%	0%	5%	-16%	3%	?	-19%
N#C/C(=C(/O)COC(=O)CCCNC(=O)c1ccc(Cl)cc1)c1nc2ccccc2[nH]1
    -4%	7%	8%	-3%	-21%	-1%	?	-13%
CCc1ccc(N2C(=O)CC(N(CC3CCCO3)C(=O)/C=C/C(=O)O)C2=O)cc1 (stereo unspecified)
    -2%	1%	4%	.	5%	?	1%	-5%
O=C(NCCc1ccccc1)c1ccc([N+](=O)[O-])cc1
    25%	11µM*	2%	-60%[inhibitor]	-9%	3%	-18%	1%

In another format: results already given
Cc1ccc(C)c(-c2ccc(=O)n(Cc3ccc(F)cc3Cl)n2)c1
  HTT aggregate = .
  SMN2 splice enh = -10%
  Tau fibril FP = 4%
  HTT cytoprotect = .
  Tau fluor cs = -12%
  ALDH1A1 block = .
  Tau fibril ThT = -14%
  JMJD2E inh = .

CC(=O)c1c(C)[nH]c(C(=O)NCCc2ccccc2)c1C
  HTT aggregate = 10%
  SMN2 splice enh = 11µM*
  Tau fibril FP = 4%
  HTT cytoprotect = -35%
  Tau fluor cs = -9%
  ALDH1A1 block = 2%
  Tau fibril ThT = -13%
  JMJD2E inh = 4%

Only part of the results is shown; rates above refer to the full screens.
